KDM5B inhibitor: inhibitors of human KDM5B histone demethylase | Potency, µM (doses to about 57.7 µM), for inactives: at the highest dose activity change, negative = inhibition, hits mostly inhibitors | AID 1347165 | KDM5B demethylase, FDH-coupled NADH fluorescence (FDH is formaldehyde dehydrogenase) | Q9UGL1 | 220,000 compounds, 2.6% hits; active = well fitted inhibition curve with a large enough effect; inconclusive = small, poorly fitted or top-dose-only effect; inactive = no such curve, though single readings can be large or run the other way; also: 0% is about no effect; nearly all actives have a fitted effect of over 70% in size
Target sequence (Q9UGL1 whole entry, looked up): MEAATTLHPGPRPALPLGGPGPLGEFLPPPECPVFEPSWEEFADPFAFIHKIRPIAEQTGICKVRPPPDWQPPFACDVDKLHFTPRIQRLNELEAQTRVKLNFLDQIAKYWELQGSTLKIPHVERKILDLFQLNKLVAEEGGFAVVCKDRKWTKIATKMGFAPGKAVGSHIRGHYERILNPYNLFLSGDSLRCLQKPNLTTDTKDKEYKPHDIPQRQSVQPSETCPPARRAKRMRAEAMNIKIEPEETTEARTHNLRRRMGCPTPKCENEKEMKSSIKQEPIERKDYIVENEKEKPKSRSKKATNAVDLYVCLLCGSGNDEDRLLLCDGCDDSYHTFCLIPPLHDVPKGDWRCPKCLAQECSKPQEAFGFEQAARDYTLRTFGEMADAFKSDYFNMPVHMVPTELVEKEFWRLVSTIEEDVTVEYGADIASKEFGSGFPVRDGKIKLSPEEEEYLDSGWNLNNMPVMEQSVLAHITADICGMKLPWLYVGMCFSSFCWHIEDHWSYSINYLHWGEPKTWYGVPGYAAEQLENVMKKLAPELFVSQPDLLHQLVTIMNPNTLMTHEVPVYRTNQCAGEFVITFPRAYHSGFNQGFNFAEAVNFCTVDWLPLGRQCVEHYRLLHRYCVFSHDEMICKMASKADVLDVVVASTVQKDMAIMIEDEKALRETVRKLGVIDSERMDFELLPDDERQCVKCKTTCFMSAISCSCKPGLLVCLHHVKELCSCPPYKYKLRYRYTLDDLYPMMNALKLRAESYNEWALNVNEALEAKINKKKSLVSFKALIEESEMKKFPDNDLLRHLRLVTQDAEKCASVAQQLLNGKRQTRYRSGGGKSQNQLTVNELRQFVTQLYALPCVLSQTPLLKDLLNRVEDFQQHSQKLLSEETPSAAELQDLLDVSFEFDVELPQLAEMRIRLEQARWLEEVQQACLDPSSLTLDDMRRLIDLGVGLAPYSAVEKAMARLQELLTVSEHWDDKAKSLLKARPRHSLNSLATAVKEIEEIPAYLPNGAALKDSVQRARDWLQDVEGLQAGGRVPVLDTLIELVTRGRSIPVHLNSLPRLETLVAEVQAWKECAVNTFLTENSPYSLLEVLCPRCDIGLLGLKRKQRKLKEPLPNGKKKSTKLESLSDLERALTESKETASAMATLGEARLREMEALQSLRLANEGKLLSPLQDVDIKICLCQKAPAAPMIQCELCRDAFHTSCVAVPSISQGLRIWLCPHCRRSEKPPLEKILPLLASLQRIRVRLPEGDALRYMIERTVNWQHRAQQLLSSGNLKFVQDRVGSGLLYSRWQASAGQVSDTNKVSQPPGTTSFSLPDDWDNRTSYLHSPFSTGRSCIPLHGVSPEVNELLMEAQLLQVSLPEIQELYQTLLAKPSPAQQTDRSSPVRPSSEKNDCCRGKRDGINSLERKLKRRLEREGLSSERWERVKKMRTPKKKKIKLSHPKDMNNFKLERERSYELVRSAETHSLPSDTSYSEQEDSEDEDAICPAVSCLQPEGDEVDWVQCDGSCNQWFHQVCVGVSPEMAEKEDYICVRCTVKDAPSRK
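Here, H3K4me3 peptide (12.5 µM in substrate mix) is demethylated by KDM5BΔAP, 200 nM final, after 10 min compound exposure. Formaldehyde product is coupled through FDH (0.25 U/mL in mix) to NADH fluorescence; 30-min ΔRFU feeds dose-response curves.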
An asterisk follows results filed as active; i = inactive; ? = inconclusive; [ ] = remark or other dose. Potency is read from the fitted curve at half-maximal effect.

smiles	KDM5B inhibitor
CN(C)c1ccc(C(CNC(=O)c2ccccc2F)N2CCc3ccccc32)cc1 (stereo not given)	?
ClC(/C=N/n1cnnc1)=C/c1ccccc1	3.3%
O=C(NCC1CN(C(=O)Cc2ccc3c(c2)OCO3)CC12CN(c1ccccc1)C2)c1ccccc1 (stereo not given)	-26.4%
COc1cc2c(cc1OC)CN(Cc1cc(=O)c(OCc3ccccc3F)co1)CC2	-2.2%
CCN1CCN(C(C(=O)O)c2cn(CCC(=O)O)c3cc(Br)ccc23)CC1 (stereo not given)	8.9%
COc1cccc(N2CCN(C(=O)c3ccc(CS(=O)c4cccc(Cl)c4)o3)CC2)c1 (stereo not given)	-12.2%
O=C(O)c1ccc(-c2ccccc2)o1	?
COC(=O)c1sc(N2C(=O)C(=O)/C(=C(/O)c3ccc(C)c(F)c3)C2c2ccccc2F)nc1C (stereo not given)	-1.0%
Cc1ccc(OCC(=O)Nc2ccc3nc(SCC(=O)N4CCCC4)sc3c2)cc1	?
CN1CCCC1CNC(=O)Cc1cn(C)c2ccccc12 (stereo not given)	-30.0%
Cc1ccc(-c2cc(C(=O)O)c3cc(C)cc(C)c3n2)cc1	?
CCOC(=O)c1c(-c2ccccc2)csc1NC(=O)c1nc(S(=O)(=O)CC)ncc1Cl	?
COCCCNC(=O)c1ccc(N2CC3CC(C2)[C@H]2CCCC(=O)N2C3)nc1 (stereo not given in full)	?
Cc1cc(=O)oc2cc(OC(=O)COc3ccccc3)ccc12	i
O=c1n(Cc2ccc(F)cc2Cl)nc2n1CCCCC2	4.3%
COC(=O)C(=O)N1CC[C@@H]2[C@H]1C(=O)N(C(C)C)C(=O)N2Cc1cccc(F)c1	-15.1%[86.2 µM]
O=C1CCN(C(=O)C2CCN(C(=O)C3CCC3)CC2)CCCCCCN1	6.7%
Cn1c(=O)[nH]c2c(Cl)nccc21	?
CCOc1ccc(NC(=O)c2ccccc2C)c2cccnc12	12.5%
CN(C(=O)c1ccc2c(c1)CCO2)C(C)(C)C	-4.1%

The list continues.
smiles	KDM5B inhibitor
COC(=O)C1CCN(C(c2ccccc2)c2sc3nc(-c4ccco4)nn3c2O)CC1 (stereo not given)	-23.5%
Cc1ccoc1C(=O)OCCOc1ccc(C#N)cc1	4.7%
CC(C)(C)c1ccc(C(=O)N2CCC(c3noc(-c4ccc(S(=O)(=O)N5CCCC5)cc4)n3)CC2)cc1	-15.4%
CCCn1ccnc1CN1CCCn2nc(-c3nc4ccccc4n3C)cc2C1	?
O=S1(=O)C=C(Sc2nnc(-c3cccnc3)o2)c2ccccc21	?
COc1ccc(-c2nc3c(c(=O)[nH]2)CCN(C(=O)Cc2c[nH]c4ccccc24)C3)cc1	-9.6%
COc1cccc(OCCN(C)Cc2cn(-c3ccccc3)nn2)c1	5.7%
CC(=O)c1ccc(NC(=O)CSc2ncnc3ccccc23)cc1	-21.3%
CCOc1ccccc1N(CC(=O)NCc1ccco1)C(=O)CCC(=O)Nc1nccs1	-5.9%
NC(=O)c1ccc(NS(=O)(=O)c2ccc3ccccc3c2)cc1	17.0%
CC(=O)N/N=C/c1ccc(C)c(C)c1C	2.9%
COc1ccc(Cl)cc1NC(=O)CSc1nc(=O)[nH]c2c1CCC2	-2.6%
CC(C)N1CCN(C2CCN(c3ccc4c(c3)OCO4)CC2)CC1CCO (stereo not given)	?
O=C(NC1CCCc2c1[nH]c1ccccc21)c1ccco1 (stereo not given)	?
CCc1noc(-c2cn(C3CCN(C(=O)c4cccc(Cl)c4)C3)nn2)n1 (stereo not given)	-12.3%
CC(CCc1ccccc1)NC(=O)CSc1n[nH]c(-c2ccccc2)n1 (stereo not given)	-1.7%
Cc1cc(NC(=O)CSc2nc3c(c(=O)n(C)c(=O)n3C)n2Cc2ccccc2C)ccc1F	7.4%
NCCCCCCCN1CCCC1	-23.3%
Cc1[nH]c2ccccc2c1C(=O)C(C)Sc1nnnn1C1CC1 (stereo not given)	11.9%
CCOC(=O)N1CCN(Cc2cc(=O)oc3c(C)c(C)cc(C)c23)CC1	7.5%

Continued:
smiles	KDM5B inhibitor
COc1ccccc1C(C)NC(=O)c1ccc(Cl)cc1 (stereo not given)	0.3%
COc1ccc(NC(=O)COc2c(C)cccc2C)c2cccnc12	?
COc1ccccc1NC(=O)c1cc(N)cc(C(=O)Nc2ccccc2OC)c1	?
Cc1ccnc(NS(=O)(=O)c2ccc(NC(=O)C(C)(C)Oc3ccc(Cl)cc3)cc2)n1	-9.4%
COc1ccc(-c2cc(C(=O)Nc3c(C(=O)c4ccc(Cl)cc4)oc4ccccc34)no2)cc1	10.2%
COc1ccccc1CNc1ccc(-c2nc(-c3ccncc3)no2)cc1[N+](=O)[O-]	-15.7%
CCOc1ccc(N(CC)S(=O)(=O)N2CCCC(C(=O)Nc3cc(Cl)ccc3C)C2)cc1 (stereo not given)	-5.0%
COc1ccc(N(CC(=O)Nc2cccc(Cl)c2C)S(=O)(=O)c2c(C)nn(C)c2C)cc1	9.2%
CN(Cc1cc2ccccc2[nH]c1=O)C(=O)c1cccc(Cl)c1	?
CCc1ccccc1S(=O)(=O)N1CCC(N(C(=O)COC)C2CCOCC2)CC1	21.2%
O=c1[nH]c2ccc(NCc3ccc(-c4cccc(Cl)c4)o3)cc2[nH]1	?
Cc1cc(NC(=O)COc2c(CO)cc(F)cc2CO)ccc1Br	-18.6%
COCC(=O)N1CCN2C(=O)c3cc(-c4ccc(OC)cc4)ccc3NC(=O)[C@H]2C1	31.6µM*
Cc1ccc(NC(=O)CSc2nc3cc4c(cc3c(=O)n2Cc2ccco2)OCO4)c(C)c1	1.1%
Cc1cc(C)c(C(=O)N(CC2CCN(C3Cc4ccccc4C3)CC2)CC2CCCO2)o1 (stereo not given)	13.3%
CN(C)c1ccc(CNS(=O)(=O)c2ccc(-c3cc(C(F)(F)F)on3)s2)cc1	-24.0%
COc1ccc(OCCn2c(NC(=O)c3ccco3)nc3ccccc32)cc1	-4.6%
Cc1nc(N2CCCC2)c2c(C(=O)N3CCN(c4cc(Cl)ccc4C)CC3)c(C)oc2n1	-12.6%
CCOC(=O)CCNC(=O)N1CCC(N2C(=O)C3(CCCC3)C2c2scnc2C)CC1 (stereo not given)	-12.5%
CC(=O)c1cccc(NC(=O)c2ccc(Cn3cnc4ccccc4c3=O)cc2)c1	12.1%

Sorted by count of non-hydrogen atoms (ascending): 3 of the compounds above.
smiles	KDM5B inhibitor
O=C(NC1CCCc2c1[nH]c1ccccc21)c1ccco1 (stereo not given)	?
Cc1[nH]c2ccccc2c1C(=O)C(C)Sc1nnnn1C1CC1 (stereo not given)	11.9%
COc1cc2c(cc1OC)CN(Cc1cc(=O)c(OCc3ccccc3F)co1)CC2	-2.2%

The results go on:
smiles	KDM5B inhibitor
CN(C)CCN(C)Cc1c2ccccc2c(CN(C)CCN(C)C)c2ccccc12	?
Cc1nnc([C@@H]2CC(F)(F)CN2C(=O)c2nccc3ccccc23)o1	14.5%
COc1ccc(NC(=O)C2CCN(c3nc(-c4ccc(OC)c(OC)c4)no3)CC2)cc1Cl	3.6%
C=CCCC(CN1CCCC1)Oc1ccc(C(=O)N2CCCC2)cn1 (stereo not given)	-1.9%
O=C(NCc1nnc2ccc(-c3ccccc3)nn12)c1ccc(F)c(F)c1	28.2µM*
Cc1c(Cl)cccc1NC(=O)c1ccc2nc(C(C)C)oc2c1	-9.3%
Cc1cccc(C(=O)OC(C(N)=O)c2ccccc2)c1 (stereo not given)	6.4%
O=C1CC(c2ccccc2)N(C(=O)CNC(=O)c2cccnc2)CCCCCN1 (stereo not given)	-14.1%
Cc1oc2ncn(C)c(=O)c2c1C(=O)NCCCN(Cc1ccccc1)C(C)C	-4.9%
O=C(Nc1cccc(Cl)c1)N1CCN(Cc2nc(-c3cccc(C(F)(F)F)c3)no2)CC1	-24.4%
CN1C(=O)CCC2(CNC(=O)c3nccn3C)CCC=C12 (stereo not given)	?
O=c1cc(Cn2nnc(-c3cccc(F)c3)n2)nc2sccn12	4.9%
CC(COc1ccc(S(C)(=O)=O)cc1)CN1CCC(C(O)(c2ccccc2)c2ccccc2)CC1 (stereo not given)	-4.0%
COC(=O)CNC(=O)c1nc(-c2ccc(F)cc2)c2ccccn12	39.8µM*
COc1ccc(NC(=O)Cn2ccc3ccc(Cl)cc32)cc1	10.4%
CSC1=NC2(CCN(C(=O)NC3CCCCC3)CC2)N=C1c1ccc(C)cc1	-6.1%[11.5 µM]
CCN(Cc1ccccc1)C(=O)c1nn(-c2ccc(OC)cc2)c(=O)c2c1c1ccccc1n2C	-16.6%
Cc1ccc2nc(SCCC(=O)N[C@@H]3C[C@@H]4OCC[C@@H]43)cc(C)c2c1	-23.9%
CC(C)NC(=O)NC1CC2(CCN(C(=O)CCC(=O)O)CC2)c2ccccc21 (stereo not given)	0.9%[115 µM]
Cc1ccc2c(=O)cc(C(=O)N(Cc3ccccc3)c3ccccn3)oc2c1C	8.2%

Compounds above with a COOH group, in the order listed:
smiles	KDM5B inhibitor
CCN1CCN(C(C(=O)O)c2cn(CCC(=O)O)c3cc(Br)ccc23)CC1 (stereo not given)	8.9%
O=C(O)c1ccc(-c2ccccc2)o1	?
Cc1ccc(-c2cc(C(=O)O)c3cc(C)cc(C)c3n2)cc1	?
CC(C)NC(=O)NC1CC2(CCN(C(=O)CCC(=O)O)CC2)c2ccccc21 (stereo not given)	0.9%[115 µM]

Next records
smiles	KDM5B inhibitor
Cc1cc(C)nc(NS(=O)(=O)c2ccc(NC(=O)c3cc(=O)c4ccc(C)c(C)c4o3)cc2)n1	17.2%
COc1cccc(CN(C)C(=O)C23CC4CC(CC(C4)C2)C3)c1OC	12.1%
CC(=O)N1CCc2[nH]cnc2C12CCN(C(=O)Cn1nccc1C)CC2	-15.6%
CCc1cc(SC#N)cc(CC)c1N	13.9%
O=C(O)C1CCN(C(=O)Cn2ccc3c(Br)cccc32)CC1	4.8%
CN(C)c1cc(Nc2cccc(O)c2)c([N+](=O)[O-])c2nonc12	-8.4%
CN(C(=O)c1ccc2nc(-c3ccc(F)cc3)cn2c1)C1CCOCC1	22.4µM*
O=C(c1cc(Br)cn2ccnc12)N1CCC(N2CCCNC2=O)CC1	?
CC1=C(C)C(c2cn(C)c3ccccc23)N(CCc2ccccc2)C1=O (stereo not given)	10.1%
O=C([C@@H]1C[C@H](F)CN1S(=O)(=O)c1ccc(F)c(F)c1)N1CCCCC1	7.3%
CCOc1ccc(CCNC(=O)c2nnc(Cc3cc(OC)c(OC)c(OC)c3)o2)cc1OCC	-9.2%
COc1cc(N2C(=O)CSC23C(=O)N(Cc2ccc(C)cc2)c2ccccc23)cc(OC)c1OC (stereo not given)	?
CNC(c1ccccc1)c1ccccc1	7.1%[149 µM]
COCC1CN(C(C)=O)CC12CCN(C(=O)CCc1cccc(OC)c1)CC2 (stereo not given)	-10.9%
CCCOc1ccc(NC(=O)c2cccc3ccccc23)c2cccnc12	-11.0%
CC(C)c1ccc(NC(=O)CN2C(=O)COc3ccc(S(=O)(=O)N4CCCCCC4)cc32)cc1	-0.5%
COc1ccc(OC)c(-c2nc3c(c(=O)[nH]2)Cc2ccccc2O3)c1	?
O=C(c1ccccc1)N1CCc2sc(C(=O)N3CCN(c4ccccn4)CC3)cc2C1	2.4%
CC(C)C(=O)Nc1ccc(C2(C(=O)NCc3cccnc3)CCCCC2)cc1	11.0%
COCCCNC(=O)C1CC(=O)N(CCc2c[nH]c3ccc(C)cc23)C1 (stereo not given)	21.8%

Remaining list, next part
smiles	KDM5B inhibitor
COC(=O)c1cc(N2CCC(C(C)N3CCN(C)CC3)CC2)ncn1 (stereo not given)	-14.9%
COc1ccccc1N1CCN(CC[C@H]2CN(C(=O)NC(C)C)CC[C@H]2CC(=O)O)CC1	17.2%
COCCC1(NC(=O)C2CC2)CCN(S(C)(=O)=O)CC1	23.7%
COC(=O)c1cc(C)nc2c1c(=O)n(CC(=O)NC1CCCCC1)c(=O)n2-c1ccccc1OC	2.0%
Cc1ccc(Cl)cc1NC(=S)NCCSc1ccc(Cl)cc1	-20.1%
CSc1cccc(NC(=O)c2cc(Cl)ccc2F)c1	-3.3%
CC(=O)N1Cc2ccccc2CC2(CCN(C)CC2)C1	3.7%[149 µM]
Cc1cnc(C(=O)N[C@@H]2CCC[C@@H]2C(=O)N2CCC(Cc3ccccc3)CC2)cn1	17.0%
CSc1nc(-c2cccs2)cc(C(F)(F)F)n1	-2.6%
COc1ccc(NC(=O)CSc2nc3nc(C)cc(C)n3n2)cc1OC	-6.8%
COc1cccc(-c2ccc(NC(=O)C3CCCN(C(=O)CC(F)(F)F)C3)cc2)c1 (stereo not given)	-14.8%
Cc1ccc(Nc2nc(CN3CCN(S(=O)(=O)c4cc(C)ccc4C)CC3)cs2)cc1	-10.4%
O=C(O)c1ccc(-c2ccccc2)s1	?
Cc1cc(OC[C@@H](O)CN2CCC(C(O)(c3ccccc3)c3ccccc3)CC2)ccc1Br	-29.3%
CCCCCCSC1=C(C#N)C(c2ccccc2C)CC(=O)N1 (stereo not given)	-27.0%
CCCS(=O)(=O)N1CCC(N2CC(OC)C23CCOCC3)CC1 (stereo not given)	16.5%
O=C(CCc1c[nH]c2ccccc12)N(CC(F)(F)F)C1CC1	-19.1%

Source: PubChem BioAssay

A portion of the library, so the mix of outcomes need not match the whole.
